# PLAP act: human PLAP activation. purified PLAP enzyme, luminescent substrate read-out; active compounds read high. hit rate 1.2% among 96,000. AID 696. activation fold at 20 µM; in the data active means activation fold above about 2
# Target sequence (P05187 whole entry, looked up): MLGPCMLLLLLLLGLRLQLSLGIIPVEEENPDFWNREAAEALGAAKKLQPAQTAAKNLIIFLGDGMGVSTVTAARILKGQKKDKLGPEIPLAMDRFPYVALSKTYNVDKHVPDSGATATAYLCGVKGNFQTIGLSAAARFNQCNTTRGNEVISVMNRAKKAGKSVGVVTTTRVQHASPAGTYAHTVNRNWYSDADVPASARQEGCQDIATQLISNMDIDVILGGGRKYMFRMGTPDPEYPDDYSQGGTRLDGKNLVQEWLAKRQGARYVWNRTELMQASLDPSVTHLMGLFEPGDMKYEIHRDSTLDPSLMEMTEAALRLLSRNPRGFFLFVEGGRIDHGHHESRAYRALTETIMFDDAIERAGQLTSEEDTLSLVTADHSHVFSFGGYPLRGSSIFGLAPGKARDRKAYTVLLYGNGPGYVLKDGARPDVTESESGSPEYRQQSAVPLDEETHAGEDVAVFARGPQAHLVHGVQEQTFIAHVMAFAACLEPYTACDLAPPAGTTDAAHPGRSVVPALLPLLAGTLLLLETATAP
# Mac1 fbg enh: CD11b/CD18-fibrinogen binding enhancement | P05107+P11215 | K562 CD11b/CD18 adhesion to fibrinogen, ATPlite luminescence | activation, % at 10 µM | hit rate 0.07% among 93,000;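 active means 10 µM primary screen giving 50% or more activity, confirmed by 40% or more on retest at that dose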; further: strong numbers were not always called active; reference of the scale not given here
# ERa coact pot: enhances coactivator binding to human estrogen receptor alpha; TR-FRET ERalpha-LBD/SRC-Cy5 coactivator binding, 2 h; 100 = basal binding, no effect; coactivator binding (% of control), % at 25.6 µM; hit rate 1.3% among 86,000; P03372; in the data active means activity above about 200%;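 further: binding measured in presence of low estradiol as agonist stimulus; 0% = peptide alone without receptor and 100% = receptor with peptide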
# Target sequence (P03372 whole entry, looked up, the tested form may be a part): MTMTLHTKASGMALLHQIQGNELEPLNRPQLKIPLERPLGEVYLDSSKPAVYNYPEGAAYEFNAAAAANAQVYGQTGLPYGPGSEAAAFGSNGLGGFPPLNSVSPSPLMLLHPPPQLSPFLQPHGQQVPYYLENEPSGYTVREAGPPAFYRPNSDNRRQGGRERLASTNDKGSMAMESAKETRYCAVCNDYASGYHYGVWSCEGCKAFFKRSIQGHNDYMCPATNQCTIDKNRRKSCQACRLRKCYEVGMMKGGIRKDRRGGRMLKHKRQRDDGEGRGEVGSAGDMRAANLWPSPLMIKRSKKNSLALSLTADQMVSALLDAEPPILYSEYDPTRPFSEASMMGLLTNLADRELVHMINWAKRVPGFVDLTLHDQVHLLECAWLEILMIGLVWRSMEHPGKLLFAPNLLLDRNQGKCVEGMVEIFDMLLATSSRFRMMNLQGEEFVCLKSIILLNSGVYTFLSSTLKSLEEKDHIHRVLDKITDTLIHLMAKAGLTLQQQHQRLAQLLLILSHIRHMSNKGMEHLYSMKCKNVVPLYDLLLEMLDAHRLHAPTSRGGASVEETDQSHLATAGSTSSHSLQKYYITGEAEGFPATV
# FAK inh: inhibitors of human focal adhesion kinase. biochemical FAK kinase activity assay. inhibition, %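 (tested at 7 µM)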. hit rate 0.84% among 97,000; in the data active means inhibition above about 19%;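 further: 0% = DMSO and 100% = reference compound high control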
# ERa coact inh: blocks coactivator binding to human estrogen receptor alpha | P03372 | TR-FRET ER-alpha LBD / SRC-1 peptide, estradiol-bound | inhibition, % at 25.6 µM | hit rate 1.7% among 86,000; in the data active means inhibition above about 50%;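 further: 0% = receptor plus peptide control and 100% = peptide only without receptor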
# Mac1 fbg inh: inhibitors of human CD11b/CD18 binding to fibrinogen; inhibition, % at 10 µM; K562 CD11b/CD18 adhesion to fibrinogen, ATPlite luminescence; Mn2+ added to activate the integrin; P05107+P11215; hit rate 0.54% among 93,000;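 active means primary inhibition of 50% or more at 10 µM, then 40% or more on retest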; further: some results filed as inactive read as strong as hits
# Ecoli WT expand: E. coli BW25113 growth inhibition, expanded screen | OD600 absorbance | growth inhibition, % at 100 µM | hit rate 0.15% among 98,000;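 active means growth inhibition above about 50% at one test dose, limit read from the data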;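 further: growth measured after 20 h incubation at 37 °C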
# ERb SRC1 inh: blocks coactivator binding to human estrogen receptor beta; Q92731; TR-FRET ER-beta LBD / SRC1-Cy5 peptide binding; receptor agonist-loaded with 1 µM estradiol; inhibition, % at 25.6 µM; hit rate 1.3% among 86,000; AID 633;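 active means compounds whose percent inhibition of the receptor-coactivator binding signal exceeds about 50% in the single-dose screen, limit read from the data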;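 further: 0% = receptor plus peptide wells without compound and 100% = peptide-only wells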
# MT1-MMP txn act: MT1-MMP promoter transcription activation; hit rate 0.16% among 86,000; AID 750; HT1080 MT1-MMP promoter luciferase reporter, luminescence, overnight; active compounds read high; activation factor at 10 µM;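 active means activation factor of at least 2 for MT1-MMP transcription at 10 µM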
# An asterisk follows results filed as active; . = not tested or not shown; [ ] = dose if it differs, or a comment.
1: COCCNC(=O)c1ccc(N(C)S(=O)(=O)c2ccc(OC)c(OC)c2)cc1
2: C=CCn1c(CSc2nc3ccccc3s2)nnc1SCC(=O)NCc1cccnc1
3: Cc1cc(C(=O)N(C2CCCCC2)C2CCCCC2)no1
4: Cc1cccc(NC(=S)NCc2ccccn2)c1
5: Cc1ccc(S(=O)(=O)N2CCN(C(=O)CCC(=O)NC3CCCc4ccccc43)CC2)cc1 (stereo unspecified)
6: O=C(CCCn1c(=O)[nH]c2ccsc2c1=O)N1CCN(c2ccccn2)CC1
7: CS(=O)(=O)N(CC(=O)N1CCN(c2ccc(F)cc2)CC1)c1ccc(F)c(Cl)c1
8: O=C(c1cc2c(=O)oc3ccccc3c2s1)N1CCN(c2ncccn2)CC1

compound no.	1	2	3	4	5	6	7	8
PLAP act	.	.	1	1.1	1.7	1.1	1.6	.
Mac1 fbg enh	.	.	3	1	-5	.	-2	.
ERa coact pot	107	111[fluorescence artefact?]	.	.	112	90	106[fluorescence artefact?]	91[fluorescence artefact?]
FAK inh	-3	-2	2	-3	-1	-4	-1	.
ERa coact inh	-1	-4	.	.	-5	9[fluorescence artefact?]	-3	40[fluorescence artefact?]
Mac1 fbg inh	.	.	-3	2	8	.	2	.
Ecoli WT expand	0	.	0	6	4	1	1	.
ERb SRC1 inh	4	-7[fluorescence artefact?]	.	.	-1	4	-8[fluorescence artefact?]	24[fluorescence artefact?]
MT1-MMP txn act	1	1.1	1	.	.	.	1.1	1.1

9: O=C(c1ccccc1)N1CCN(CC#CC2(O)CCCCC2)CC1
10: CC(Oc1ccc(Cl)cc1)C(=O)OCC(=O)Nc1ncc(Cl)cc1Cl (stereo unspecified)
11: Cn1c(=O)c2cc(S(=O)(=O)NCCC(=O)NC3CCCCCC3)ccc2n(C)c1=O
12: Cc1cc2ccccc2c(=O)n1CC(=O)NCC(=O)N(C)Cc1ccccc1
13: O=C1Cc2ccccc2N1c1c(Cl)cccc1Cl
14: Cc1cc2c(c(=O)n1Cc1ccccn1)C(C(C)C)C(C#N)=C(N)O2 (stereo unspecified)
15: CC1(C)Cc2c(C#N)c(N3CCN(C(=O)c4ccccc4)CC3)nc(Cc3ccccc3)c2CO1
16: C=CCOc1ccc2nc(NC(=O)OC)[nH]c2c1

compound no.	9	10	11	12	13	14	15	16
PLAP act	1.1	1	1.2	1.1	.	0.9	1.7	1.6
Mac1 fbg enh	1	0	-4	2	.	0	-3	-1
ERa coact pot	131	103	92	113	124	113	105	106[fluorescence artefact?]
FAK inh	2	0	3	.	0	1	-1	2
ERa coact inh	2	13	7[fluorescence artefact?]	-4	-3	-1	2	-4
Mac1 fbg inh	8	11	4	8	.	-11	4	-6
Ecoli WT expand	0	16	2	4	.	0	-7	-2
ERb SRC1 inh	-3	24[fluorescence artefact?]	2[fluorescence artefact?]	-8[fluorescence artefact?]	1	6[fluorescence artefact?]	10	-6
MT1-MMP txn act	1.2	1.1	1	1	2.2*	1.1	1.1	0.4

17: O=c1cc(C(F)(F)F)c2sc(N3CCCCC3)nc2[nH]1
18: Cc1nc(CS(=O)(=O)c2ccccc2)cc(N2CCOCC2)n1
19: CCc1nc(N)nc2c1C(=O)CC(C)(C)C2
20: O=C(NCCN1CCCCCC1)C1CCN(S(=O)(=O)N2CCOCC2)CC1
21: CCOc1cccc2sc(=NC(=O)c3ccc(S(=O)(=O)N4CCOCC4)cc3)n(C)c12
22: O=C1CC(N2CCN(S(=O)(=O)c3ccc(Cl)cc3)CC2)C(=O)N1CCc1ccccc1 (stereo unspecified)
23: Cc1ccccc1C(O)c1ccncc1 (stereo unspecified)
24: CCN(CC)c1ccc(C2C(C(=O)OCCOC(C)C)=C(C)NC3=C2C(=O)CCC3)cc1 (stereo unspecified)

compound no.	17	18	19	20	21	22	23	24
PLAP act	0.9	1	1	1.8	1.1	.	0.9	1.8
Mac1 fbg enh	5	-5	0	-1	-1	.	-4	0
ERa coact pot	105	.	124[fluorescence artefact?]	99[fluorescence artefact?]	.	106	.	96[fluorescence artefact?]
FAK inh	11	2	-1	8	-2	2	0	1
ERa coact inh	0	.	-13	11	.	-6	.	-4[fluorescence artefact?]
Mac1 fbg inh	3	-15	-14	39	-9	.	4	-4
Ecoli WT expand	-5	-3	-3	-1	-2	-6	3	15
ERb SRC1 inh	1	.	-2	0	.	-9	.	-5[fluorescence artefact?]
MT1-MMP txn act	1.1	.	1	1.1	.	1.1	.	1.1

25: CCOC(=O)N1CCC(NC(=O)c2sc3nc4n(c(=O)c3c2C)CCCC4)CC1
26: Cc1c(NC(=O)CN2CC(C)OC(C)C2)c(=O)n(-c2ccccc2)n1C (stereo unspecified)
27: Cn1ncc(Cl)c1C(=O)Nc1cccnc1
28: c1ccc2c(c1)nc1n2CCN1
29: CCn1c2ccccc2c2cc(NC(=S)N3CCOCC3)ccc21
30: OCCNC(=S)NC1CCCCC1
31: CCCSc1oc(-c2ccco2)nc1S(=O)(=O)c1ccccc1
32: COc1ccc(C(=O)N(Cc2ccc(N(C)C)cc2)C2CCS(=O)(=O)C2)cc1 (stereo unspecified)

compound no.	25	26	27	28	29	30	31	32
PLAP act	1.1	1	1	.	1	0.9	1.2	1.2
Mac1 fbg enh	-5	-4	.	.	.	-3	1	0
ERa coact pot	79	103	92[fluorescence artefact?]	108	90	103[fluorescence artefact?]	94	27[fluorescence artefact?]
FAK inh	0	0	4	2	1	0	-1	-7
ERa coact inh	3	0	9	-25	-10	-2	-31	-2
Mac1 fbg inh	4	3	.	.	.	0	2	5
Ecoli WT expand	4	-4	6	.	-8	9	-8	-4
ERb SRC1 inh	1[fluorescence artefact?]	-1[fluorescence artefact?]	32	-30[fluorescence artefact?]	-8	-20	-22	-5
MT1-MMP txn act	.	1	1.2	1.1	1.7	1.1	0.9	1

33: CC(OC(=O)CNC(=O)C12CC3CC(CC(C3)C1)C2)C(=O)Nc1ncc(Cl)cc1Cl (stereo unspecified)
34: Cn1c(N/N=C/c2cccs2)cc(=O)n(C)c1=O
35: CCOc1ccc(C(F)(F)F)cc1NC(=O)COc1ccc(C(F)(F)F)cc1[N+](=O)[O-]
36: CCC(=O)Nc1c2c(nn1-c1ccccc1C)CSC2
37: Cc1cc(C)n(Cc2ccc(F)cc2)c(=O)c1C#N
38: COc1ccc(C(CNC(=O)c2cc3ccccc3cc2OC)N2CCCC2)cc1 (stereo unspecified)
39: Cc1ccc(C(=O)Nc2nc3ccccc3c(=O)s2)cc1
40: O=C(CCCOc1ccccc1)N1CCCCC1

compound no.	33	34	35	36	37	38	39	40
PLAP act	1.8	0.9	0.9	.	0.8	1.6	1.9	1
Mac1 fbg enh	2	-6	12	.	3	0	-7	-4
ERa coact pot	97	103[fluorescence artefact?]	.	95	103	.	192[fluorescence artefact?]	116
FAK inh	-1	0	-5	-1	-3	-1	-30	-1
ERa coact inh	5	-7	.	5	-6	.	36[fluorescence artefact?]	-3
Mac1 fbg inh	7	2	-31	.	-5	8	42	4
Ecoli WT expand	5	-3	-2	8	8	-3	-14	0
ERb SRC1 inh	24	1[fluorescence artefact?]	.	-7	-6	.	60*	17
MT1-MMP txn act	1	1.1	.	1	1	.	0.5	.

41: O=C(/C=C/c1ccccc1)Nn1cnnc1
42: Cc1c(NC(=O)C(C#N)=C2CCCCC2)c(=O)n(-c2ccccc2)n1C
43: COc1ccnc(N2CCN(c3ccc(Cl)cc3)CC2)c1C#N
44: CC1C=CCC2C(=O)N(c3cccc(C(=O)N4CCCCCC4)c3)C(=O)C12 (stereo unspecified)
45: O=C(CN1C(=O)c2ccccc2S1(=O)=O)c1ccccc1
46: Cc1nnsc1C(=O)Nc1ccc(Cl)cc1Cl
47: CCOC(=O)c1cnn(-c2ccccc2)c1NC(=O)c1ccc(C)cc1
48: COc1cccc(-c2nc(C(N)=O)c3[nH]c(=O)n(-c4cccc(Cl)c4)c3n2)c1OC

compound no.	41	42	43	44	45	46	47	48
PLAP act	1	1	1.1	.	1.1	0.9	1	1.3
Mac1 fbg enh	1	-4	-7	.	-5	0	0	-1
ERa coact pot	.	102	.	113	117	120	102	109
FAK inh	-9	-2	9	1	3	-4	0	.
ERa coact inh	.	-1	.	5	10	-14	3	6
Mac1 fbg inh	-5	-10	30	.	-3	-9	-1	-56
Ecoli WT expand	14	5	-6	-9	.	12	3	1
ERb SRC1 inh	.	1	.	1	0[fluorescence artefact?]	-5	0	-3
MT1-MMP txn act	.	1.1	.	1.1	.	1.1	1.1	1.2

49: CCOC(=O)c1cnc2scnn2c1=O
50: COC(=O)C(CC(C)C)Oc1ccc2c(C)cc(=O)oc2c1 (stereo unspecified)
51: COc1cc(OC)cc(C(=O)NC2CCSC2=O)c1 (stereo unspecified)
52: O=C1CCCc2c1nc(-c1cccc(Cl)c1)n2O
53: CCOC(=O)c1nn(-c2cccc(C)c2)cc1C(=O)c1ccccc1
54: CCOc1cc(-c2c(C#N)c(N)nc3c2CCCC3C)ccc1O (stereo unspecified)
55: CC(Oc1ccc(NC(=O)c2ccco2)cc1)C(=O)N1c2ccccc2CC1C (stereo unspecified)
56: CCN1C(=O)/C(=c2\o/c(=C3\C=Cc4ccccc4N3CC)c(=O)n2CC)SC1=S

compound no.	49	50	51	52	53	54	55	56
PLAP act	1.1	1.2	1.2	1.1	1.8	0.9	1	0.7
Mac1 fbg enh	0	15	-6	-4	0	2	5	29
ERa coact pot	103	124	116	100[fluorescence artefact?]	.	83[fluorescence artefact?]	110	18[fluorescence artefact?]
FAK inh	-3	2	-4	1	0	0	13	0
ERa coact inh	-1	-7	-4	1	.	2	-7	77*[fluorescence artefact?]
Mac1 fbg inh	21	-13	0	15	-1	18	-4	6
Ecoli WT expand	1	10	-2	15	5	2	1	-8
ERb SRC1 inh	-10	-3	4	-13	.	2[fluorescence artefact?]	-1	36
MT1-MMP txn act	1.2	1.1	1	1.1	.	1.1	1.2	1.2

57: COc1cc(C2NC(=O)NC(c3ccccc3)=C2C(C)=O)ccc1OCC#N (stereo unspecified)
58: CCOC(=O)c1nc(Nc2ccc(C)cc2)c2ccccc2n1
59: CC1(C(=O)N2CC3(CC(c4ccccc4)=NO3)C[C@H]2C(=O)NCC(N)=O)CC1 (stereo partly specified)
60: Cc1c(C(=O)N(C)C)sc(NC(=O)c2cccc([N+](=O)[O-])c2)c1C#N
61: CCN(CC)C(=O)c1ccc(S(=O)(=O)N2CCC(c3nc4ccccc4s3)CC2)cc1
62: COc1ccc(C)cc1NS(=O)(=O)c1ccc(Br)s1

compound no.	57	58	59	60	61	62
PLAP act	1	0.9	1.1	1.2	.	1.1
Mac1 fbg enh	-4	-4	9	1	.	-2
ERa coact pot	105	109	.	.	90	105
FAK inh	-4	-2	-1	-2	0	0
ERa coact inh	-4	8[fluorescence artefact?]	.	.	-15	0
Mac1 fbg inh	-3	-1	-19	27	.	-10
Ecoli WT expand	2	-6	1	-7	.	3
ERb SRC1 inh	-4	9	.	.	-15	17
MT1-MMP txn act	0.9	1.1	.	.	1.2	1.2

# Compounds from the list above containing two or more sulfur atoms, in the order listed:
2: C=CCn1c(CSc2nc3ccccc3s2)nnc1SCC(=O)NCc1cccnc1
21: CCOc1cccc2sc(=NC(=O)c3ccc(S(=O)(=O)N4CCOCC4)cc3)n(C)c12
31: CCCSc1oc(-c2ccco2)nc1S(=O)(=O)c1ccccc1
56: CCN1C(=O)/C(=c2\o/c(=C3\C=Cc4ccccc4N3CC)c(=O)n2CC)SC1=S
61: CCN(CC)C(=O)c1ccc(S(=O)(=O)N2CCC(c3nc4ccccc4s3)CC2)cc1
62: COc1ccc(C)cc1NS(=O)(=O)c1ccc(Br)s1

compound no.	2	21	31	56	61	62
PLAP act	.	1.1	1.2	0.7	.	1.1
Mac1 fbg enh	.	-1	1	29	.	-2
ERa coact pot	111[fluorescence artefact?]	.	94	18[fluorescence artefact?]	90	105
FAK inh	-2	-2	-1	0	0	0
ERa coact inh	-4	.	-31	77*[fluorescence artefact?]	-15	0
Mac1 fbg inh	.	-9	2	6	.	-10
Ecoli WT expand	.	-2	-8	-8	.	3
ERb SRC1 inh	-7[fluorescence artefact?]	.	-22	36	-15	17
MT1-MMP txn act	1.1	.	0.9	1.2	1.2	1.2

# Bioassay records (PubChem)
